# bIAP inh: blocks bovine intestinal alkaline phosphatase activity | purified bovine IAP, CDP-star luminescence, 30 min | inhibition, % at 20 µM | 190,000 tested, under 10 active;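 active = over 50% inhibition of intestinal alkaline phosphatase at 20 µM in the single-dose screen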
#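 Assay system – bovine IAP enzyme · Quantity – bovine IAP at 1/65,000,000 final dilution · Detection – CDP-star luminescence signal · Times – 30 min reaction at room temperature · Also added – CDP-star substrate at 30 µM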
# FLuc stim CS: affects firefly luciferase, flagging false hits in luciferase stimulation screens | activation factor at 10 µM | ATPlite luciferase biochemical, luminescence, 10 min; 0 = ATP-free wells, 1 = DMSO control | 200,000 tested, under 10 active;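 active = luciferase activation factor, scaled between plate controls, of at least 2 with compound at 10 µM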
# Target sequence (P08659 whole entry, looked up): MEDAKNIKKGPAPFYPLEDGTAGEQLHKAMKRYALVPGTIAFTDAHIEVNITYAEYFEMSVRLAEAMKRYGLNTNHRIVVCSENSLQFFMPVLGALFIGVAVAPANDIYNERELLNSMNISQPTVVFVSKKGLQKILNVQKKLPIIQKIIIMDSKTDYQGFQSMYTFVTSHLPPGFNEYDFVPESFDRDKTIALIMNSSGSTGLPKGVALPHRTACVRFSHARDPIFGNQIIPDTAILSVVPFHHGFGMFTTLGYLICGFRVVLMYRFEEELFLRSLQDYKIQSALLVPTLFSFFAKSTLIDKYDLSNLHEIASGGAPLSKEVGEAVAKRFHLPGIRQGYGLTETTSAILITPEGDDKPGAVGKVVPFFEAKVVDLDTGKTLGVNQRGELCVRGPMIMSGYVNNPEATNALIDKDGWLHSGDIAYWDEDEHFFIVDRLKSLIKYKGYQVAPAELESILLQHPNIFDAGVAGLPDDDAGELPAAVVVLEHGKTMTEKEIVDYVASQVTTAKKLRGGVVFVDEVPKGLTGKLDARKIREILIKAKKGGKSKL
#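 Assay system – cell-free luciferase reagent · Medium – PBS-based ATP solution · Dosing – test compounds dosed from 2 mM stocks in 100% DMSO · Timing – 10 min, room temperature · Technique – light output (luminescence) · Measure – luminescence gain marking luciferase activators · Controls – No-ATP low control, compound-free enzyme-plus-ATP high control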
# APP transl inh: APP translation inhibition; AID 1285; SH-SY5Y APP 5'UTR-luciferase reporter, luminescence; inhibition, % at 2 µM; 190,000 compounds, 0.82% hits;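 active = inhibition above a set limit, derived from the sample mean plus 3 SD, cut at about 45% in these data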; note: values of inactives mirror those of a sister screen read the other way
# TNAP inh noacc: blocks human TNAP activity with no phosphate acceptor present; P05186; purified TNAP, CDP-star luminescence, 30 min; inhibition, % at 20 µM; 200,000 compounds, 0.26% hits; AID 1012;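 active = tissue-nonspecific alkaline phosphatase inhibition above about 50% at 20 µM in the single-dose screen, limit read from the data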;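 note: 0% = DMSO negative control and 100% = EDTA positive control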
# Target sequence (P05186 whole entry, looked up): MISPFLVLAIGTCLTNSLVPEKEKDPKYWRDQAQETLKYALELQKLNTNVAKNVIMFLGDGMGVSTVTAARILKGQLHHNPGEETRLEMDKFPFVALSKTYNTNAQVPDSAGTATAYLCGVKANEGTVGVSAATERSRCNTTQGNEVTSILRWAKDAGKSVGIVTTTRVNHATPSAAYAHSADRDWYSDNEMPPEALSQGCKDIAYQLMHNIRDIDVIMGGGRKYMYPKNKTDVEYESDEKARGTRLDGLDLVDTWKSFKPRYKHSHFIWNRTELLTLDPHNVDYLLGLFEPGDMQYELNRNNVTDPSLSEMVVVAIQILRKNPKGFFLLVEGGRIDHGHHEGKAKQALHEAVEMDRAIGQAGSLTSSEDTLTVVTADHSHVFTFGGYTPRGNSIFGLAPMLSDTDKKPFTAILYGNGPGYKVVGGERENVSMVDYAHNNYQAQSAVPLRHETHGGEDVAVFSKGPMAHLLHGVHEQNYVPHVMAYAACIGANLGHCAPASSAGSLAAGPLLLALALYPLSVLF
# TNAP inh hiacc: TNAP (human) inhibition, high acceptor | P05186 | purified TNAP, CDP-star luminescence, 1 M DEA | inhibition, % at 20 µM | 200,000 compounds, 0.03% hits | AID 1135;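 active = over 50% inhibition of tissue-nonspecific alkaline phosphatase at 20 µM in the single-dose screen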;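 note: plate controls were DMSO wells for no effect and EDTA-quenched wells as full inhibition for full effect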
# Lmaj promast: inhibitors of Leishmania major promastigote growth; Leishmania major promastigotes, resazurin fluorescence viability; inhibition, % at 10 µM; 200,000 compounds, 9% hits; AID 1063; in the data active = inhibition above about 50%;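 note: promastigotes grown with compound for 44 hours at 28 °C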
# bIAP activator: intestinal alkaline phosphatase (bovine) activation; 200,000 compounds, 0.17% hits; purified bovine IAP, CDP-star luminescence, 30 min; active compounds read high; fold of DMSO-control signal, blank-subtracted; activation factor at 20 µM;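 active = activation factor of 2 or more at 20 µM, a signal rise over negative controls twice the positive control's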
# RAM network inh: yeast RAM network inhibition | S. cerevisiae dse1pr::URA3 reporter, 5-FOA growth OD615, 2 d; analog-sensitive cbk1-as2 kinase mutant strain | inhibition, % at 50 µM | 190,000 compounds, 1.8% hits;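 active = inhibition above a set limit, 3 SD over mean compound inhibition, cut at about 8.4% in these data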;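 note: 0% = DMSO-only wells with no growth and 100% = 10 µM 1-NA-PP1 full growth; inhibition rescues growth on 5-FOA so higher OD means more RAM inhibition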
# TNAP act hiacc: TNAP (human) activation, high acceptor; AID 1136; activation factor at 20 µM; purified TNAP, CDP-star luminescence, 1 M DEA, 30 min; active compounds read high; 0 = EDTA background, 1 = DMSO-only activity; 200,000 tested, under 10 active; P05186;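 active = activation factor at least 2 at 20 µM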
#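 Test system – human TNAP · Doses – 20 µM single point · Incubation – 30 min, room temperature · Signal – luminescent substrate turnover signal · Read-out basis – activation factor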
# FLuc inh counter: Photinus pyralis luciferase inhibition counter-screen; ATPLite firefly luciferase biochemical luminescence, 10 min; inhibition, % at 10 µM; 200,000 compounds, 1.5% hits; AID 1006;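 active = inhibition above about 50% when tested at 10 µM, limit read from the data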
# * = called active by the depositor; nt = no result given. This is a random part of the collection; overall some 13% were active at least once.
SMILES,bIAP inh,FLuc stim CS,APP transl inh,TNAP inh noacc,TNAP inh hiacc,Lmaj promast,bIAP activator,RAM network inh,TNAP act hiacc,FLuc inh counter
Cc1ccc(/C=N/NC(=O)Cc2c[nH]c3ccccc23)c(C)c1,13.1,1,-9.4,-4.7,-4.5,5.7,0.9,-0.2,1,-4.5
Cc1ccc(NC(=S)N2CCN(Cc3ccccc3)CC2)c(C)c1,5.5,1,7.1,-10.1,-2.5,3.4,0.9,3.4,1,2.1
O=C(Nc1ccc2c(c1)OCO2)C1CCN(C(=O)CSc2ncnc3ccccc23)CC1,3.3,1,-14.2,-5.0,-4.7,78.6*,1,nt,1,-2.0
CC(C)CNC(=O)C1CCCN1S(=O)(=O)c1ccc(Cl)cc1 (stereo not given),6.8,1,11.1,-11.4,-8.6,-1.0,0.9,1.1,1.1,-2.4
CCCOc1ccc(-c2nc(OC)c3ccccc3n2)cc1,7.2,0.9,0.3,-11.1,-6.2,-3.7,0.9,0.1,1.1,5.7
Cc1ccc(NC(=O)NNS(=O)(=O)c2ccc(Br)cc2)cc1,-4.8,1,-30.7,-2.7,3.0,-5.8,1,5.7,1,-3.6
Cc1n(N)c2ccccc2[n+]1CC(=O)c1ccccc1,-7.9,1,-11.5,-9.3,-8.7,-3.8,1.1,0.0,1.1,-4.3
CN(C)c1ccc(-n2cccc2/C=C2/SC(=Nc3ccc(F)cc3)NC2=O)cc1,0.6,1,-4.0,0.2,5.2,-2.5,1,5.9,0.9,-2.0
O=C(Nc1ccc(C(F)(F)F)cc1)C1CCCN1S(=O)(=O)c1cccc2cccnc12 (stereo not given),10.5,1.1,6.8,9.3,-2.2,20.7,0.9,2.9,1,-6.2
COc1ccc(NC(=O)c2cccnc2N2CCCCC2)cc1,8.8,1.1,-15.2,-9.0,1.6,9.1,0.9,0.2,1,-8.8
Cc1cc(N)n2nc(C)c(-c3ccccc3)c2n1,1.3,1,-10.6,-8.2,-6.9,17.4,1,-0.8,1.1,-1.9
Cc1ccc(C=Nc2cccnc2N)cc1,15.3,0.9,-33.6,-6.9,3.2,-0.9,0.8,1.8,1,13.2
Cc1nc2ccc(CCO)cc2s1,7.9,1,4.2,-5.2,1.8,-8.6,0.9,0.4,1,4.1
Cc1cc(C)cc(-n2nnc(C(=O)NCc3ccco3)c2N)c1,1.6,1,-6.1,-10.9,-5.1,-3.5,1,0.0,1.1,-1.3
CCCC(=O)NC(=S)Nc1ccc(N2CCOCC2)c(Cl)c1,12.1,1,-11.5,-10.1,-3.1,60.5*,0.9,0.0,1,-3.3
COc1ccc(OC)c(NC(=O)CN2CCC(C(=O)c3ccc(C)cc3)CC2)c1,-5.5,1.1,-3.6,-6.9,-4.4,8.8,1.1,0.2,1,-7.9
CCc1ccc(-c2nc(CN3CCC(C(=O)NCc4ccco4)CC3)c(C)o2)cc1,-50.5,1,3.7,-13.4,-2.7,17.3,1.5,1.1,1,0.9
O=C(/C=C\c1cn(-c2ccccc2)nc1-c1ccccc1)Nc1nccs1,20.2,0.9,-16.3,-14.9,-3.4,-3.9,0.8,5.7,1,8.4
CC(C)C(=O)N(Cc1ccc2c(c1)OCO2)Cc1ccccn1,4.9,1,-16.3,-14.3,-2.8,-5.9,1,2.0,1,1.5
Cc1nc(SC2CCOC2=O)c2c(C)c(C)sc2n1 (stereo not given),2.8,1,-5.4,-4.4,-1.6,-7.0,1,1.1,1,-4.5

# 3 entries picked at random from the list so far:
SMILES,bIAP inh,FLuc stim CS,APP transl inh,TNAP inh noacc,TNAP inh hiacc,Lmaj promast,bIAP activator,RAM network inh,TNAP act hiacc,FLuc inh counter
Cc1ccc(NC(=O)NNS(=O)(=O)c2ccc(Br)cc2)cc1,-4.8,1,-30.7,-2.7,3.0,-5.8,1,5.7,1,-3.6
COc1ccc(NC(=O)c2cccnc2N2CCCCC2)cc1,8.8,1.1,-15.2,-9.0,1.6,9.1,0.9,0.2,1,-8.8
COc1ccc(OC)c(NC(=O)CN2CCC(C(=O)c3ccc(C)cc3)CC2)c1,-5.5,1.1,-3.6,-6.9,-4.4,8.8,1.1,0.2,1,-7.9

# (continued)
SMILES,bIAP inh,FLuc stim CS,APP transl inh,TNAP inh noacc,TNAP inh hiacc,Lmaj promast,bIAP activator,RAM network inh,TNAP act hiacc,FLuc inh counter
Cc1snc(S(=O)(=O)Cc2ccccc2Cl)c1C#N,1.8,1.1,-0.3,0.5,-3.5,2.4,1,0.0,1,-6.9
CCC(C)NS(=O)(=O)c1ccc(OCC(=O)Nc2ccc(F)cc2F)cc1 (stereo not given),-2.8,1.1,3.3,-13.1,-3.9,-0.4,1,4.3,1,-6.1
CCNC(=S)NNc1nc(N2CCOCC2)nc(N2CCOCC2)n1,-11.7,1.1,-11.1,-61.0,-4.4,-5.6,1.1,1.0,1,-7.5
O=C(NNC(=O)c1ccc(Cl)cc1Cl)c1cccs1,-19.0,0.6,-59.2,-22.1,0.8,-10.1,1.2,1.1,1,42.0
COc1cccc(NC(=O)CSc2ccc3nnc(-c4ccncc4)n3n2)c1,3.6,1,2.0,-10.2,-4.1,2.2,1,0.0,1,-2.9
c1ccc(-c2cn3cccnc3n2)cc1,11.1,1,-10.3,-10.5,-1.7,-4.7,0.9,0.8,1,2.6
CNC(=O)Nc1ccc(Cl)cc1,14.4,1,14.2,-10.0,-2.9,-4.7,0.9,2.7,1,-3.4
O=C1CCC(=O)N1c1cccc(OS(=O)(=O)c2ccccc2)c1,-1.7,1.1,-18.0,-5.4,-6.6,-5.7,1,1.8,1.1,-6.9
COc1ccccc1C(=O)Nc1nnn(C)n1,12.4,1.1,-8.3,3.1,-5.1,-2.4,0.9,-0.5,1.1,-6.9
Cc1ccc(C(=O)ON=C2CCN(c3ccc([N+](=O)[O-])cc3)CC2)cc1,6.8,1,nt,-2.4,3.8,1.2,0.9,5.4,1,-0.1
CN1N=C(C(=O)N2CCc3c([nH]c4ccccc34)C2c2c(F)cccc2Cl)CCC1=O (stereo not given),-6.4,1,-22.4,-3.8,-3.5,10.9,1.1,3.5,1,-4.2
Cc1ccn2cc(CNS(=O)(=O)c3ccc(Cl)s3)nc2c1,-18.6,1.1,2.9,6.9,-8.4,-1.4,1.2,1.7,1.1,-6.0
C=CCOc1c2ccc(C(=O)NCCc3ccc(C)cc3)cc2nn1C,2.4,1,-5.2,-7.1,1.5,-4.8,1,2.9,1,-3.8
CCC1CCCCN1C(=O)CSc1nnc(-c2cccc(Cl)c2)o1 (stereo not given),6.3,1,-44.2,-7.4,0.1,-2.6,0.9,2.3,1,-2.1
O=C(Nc1ccccc1)c1ccn[nH]1,0.9,0.9,-80.1,1.2,-7.0,-7.2,1,-1.2,1.1,14.4
COc1ccc(S(=O)(=O)N(C)c2ccc(C(N)=O)cc2)cc1,18.4,1.1,9.2,-10.3,-2.7,-6.3,0.8,0.5,1,-5.9
CCOC(=O)C1CCCN(C(=O)c2cc3ncc(Br)cn3n2)C1 (stereo not given),1.1,1,15.8,-6.9,-2.5,-10.2,1,0.0,1,-3.1
Cc1ccc(NC(=O)CSc2nnc(NC(=O)c3ccco3)s2)cc1,-1.4,0.6,0.7,-3.9,-1.1,-10.3,1,1.0,1,41.7
CCn1nc(C)c(/C=N/NC(=S)Nc2ccc(Cl)cc2Cl)c1C,-1.2,1,-29.6,-8.8,-0.3,-3.6,1,-0.4,1,-1.2
Cc1cc(C)c2nc(N3CCC(C(=O)NCCCN4CC(C)CC(C)C4)CC3)sc2c1 (stereo not given),-13.8,1,19.8,-12.6,-2.8,98.6*,1.1,0.4,1,-4.7
CN(C(=O)COC(=O)c1ccc(NS(=O)(=O)c2cccs2)cc1)C1CCCCC1,-1.6,1,-3.2,-9.7,-6.5,-8.3,1,2.5,1.1,-4.6
COCC(=O)NCCc1ccc(S(N)(=O)=O)cc1,12.0,1.1,-0.9,-8.2,-9.6,-1.4,0.9,3.3,1.1,-9.2
COc1ccccc1/C=C/C(=O)NCC(=O)N/N=C/c1cccnc1,19.1,1.1,14.6,-10.3,-4.5,-3.2,0.8,1.0,1,-6.2
Cc1ccc(NC(=S)NCCCN2CCOCC2)cc1,3.2,1.1,1.5,-5.9,-2.9,77.8*,1,1.2,1,-6.1
CC1(C)Cc2ccccc2C(NNC(=O)c2cccnc2)=N1,-24.5,1.1,30.0,-1.3,-5.0,2.6,1.2,-0.4,1.1,-8.1
CCC(=O)Nc1ccc(C(=O)N/N=C/c2cc(Br)c(OC)cc2OC)cc1,13.5,1,-6.5,-7.6,-1.7,21.4,0.9,3.5,1,-0.2
Cc1cc(NC(=O)c2ccc(S(=O)(=O)N3CCOCC3)cc2)no1,3.5,1,-23.6,-7.7,0.4,54.3*,1,1.6,1,-0.3
COc1cccc(N=Nc2c(N)[nH][nH]c2=O)c1,-3.3,0.7,-43.5,-11.0,5.8,-9.0,1,-0.1,0.9,32.2
COc1cnc(SC(C)C)[nH]c1=O,8.6,1,-16.6,-6.7,-5.2,-1.9,0.9,-0.2,1.1,-0.9
c1cc(C(c2nnnn2C2CCCC2)N2CCOCC2)ccn1 (stereo not given),2.3,1,-1.5,-10.9,-0.4,0.3,1,1.2,1,-3.3
COc1ccccc1CNC(=O)COC(=O)/C=C/c1cccs1,7.7,1,-3.8,-10.1,-6.2,50.7*,0.9,2.0,1.1,-2.5
Brc1ccc2ncnc(NCc3ccco3)c2c1,13.6,1.1,6.6,-1.3,-3.4,55.0*,0.9,0.0,1,-9.0
O=C(c1ccco1)N1CCN(S(=O)(=O)c2ccc3c(c2)CCN3C(=O)C2CCC2)CC1,10.2,1.1,-14.2,-5.7,-0.5,-8.7,0.9,1.1,1,-5.0
CCN(C(=O)CSc1nnc(Cc2ccccc2F)n1N)C1CCS(=O)(=O)C1 (stereo not given),8.1,1.1,3.3,-9.7,-2.5,-5.6,0.9,2.9,1,-5.4
CCCN(CCC)C(=O)Cn1c2ccccc2c2nc(=O)cc(C)n21,1.7,1,13.7,-19.7,-5.8,-3.7,1,2.6,1.1,-2.3
CS(=O)(=O)N1CCCC(C(=O)NCCCN2CCC(Cc3ccccc3)CC2)C1 (stereo not given),1.0,1.1,11.0,-9.0,1.6,-6.5,1,2.2,1,-5.6
CCOC(=O)N1CCN(C(=O)c2cccn3c(=O)c4cc(Cl)ccc4nc23)CC1,-16.3,1.1,-16.9,-3.1,-0.9,-6.8,1.2,5.5,1,-9.8
COc1ccc(C2CC(c3cccs3)=NN2C(=O)COC(=O)C2CCCCC2)cc1OC (stereo not given),-7.7,1,-5.7,-3.7,-0.8,19.7,1.1,0.9,1,-4.7
CC(C)N(C(=O)Cn1cnc2c(cnn2-c2ccccc2Cl)c1=O)C(C)C,10.2,1,-11.8,-0.8,-2.0,-0.9,0.9,1.3,1,-1.3
Cc1ccccc1Cn1cnc2c([N+](=O)[O-])c(C)c(C)cc21,5.6,1.1,nt,-5.6,-4.7,-3.4,0.9,-0.3,1,-5.4
O=C(NN1C(=O)c2ccccc2C1=O)C1CC2CCC1C2 (stereo not given),-48.9,1,-6.7,-17.3,-0.6,9.2,1.5,0.5,1,-2.5
